Screening data as filed in PubChem BioAssay.
SW480 rerep – DNA re-replication induction in SW480 cells; SW480 DNA re-replication, Hoechst DNA content imaging, 48 h; Potency, µM (highest dose often 46.1 µM), without a hit: at the top dose re-replication activation, most hits filed as activators; hit rate 1.8% among 340,000; also: potency is read from the fitted curve at half-maximal effect; % of control where 0% means no effect; nearly all actives have a fitted effect of over 55% in size
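First, 250 cells per well were seeded. Next, compound or vehicle (23 nL) was pinned in, plates sat 48 hr at 37 C. Finally Hoechst was added for 40 min before fluorescence scanning.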
HT1080NT lethal – kills 2HG-producing HT-1080-NT fibrosarcoma cells; hit rate 1.6% among 360,000; HT-1080-NT fibrosarcoma viability, CellTiter-Glo ATP luminescence, 48 h; Potency, µM (top dose mostly 46.1 µM), for the others: at the top dose activity, negative = less viability, actives largely listed as cytotoxic;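 also: NT is the 2HG producing partner of a matched IDH1 knockdown line; potency is read from the fitted curve at half-maximal effect; 0% = DMSO-treated cells and -100% = media-only wells without cells; nearly all actives have a fitted effect of over 55% in size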
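Viability by CellTiter-Glo luminescence after 48 h compound exposure at 37C of HT-1080-NT cells (750/well, RPMI, 5% FBS). % activity scaled between DMSO wells and medium-only wells, then curve-fitted and categorized by curve class.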
HepG2 tox – counter-screen for TGF-b inhibitors: cytotoxicity in HepG2 cells; AID 588856; Potency, µM (series often up to 46.1 µM), without a hit: top-dose activity change, negative = cytotoxicity, most hits filed as cytotoxic; HepG2 CAGA-GFP viability, ATP luminescence, 18 h; hit rate 0.76% among 410,000; also: potency is read from the fitted curve at half-maximal effect; some results filed as inactive show a strong effect at the top dose
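HepG2 CAGA-GFP cells (1000/well, DMEM with 1% FBS) received compound, then TGF-beta at 500 pg/mL final, and were incubated 18 hours at 37 degrees C. Viability was read by CellTiter-Glo luminescence. Media-only wells were set as complete cell-killing and DMSO as no toxicity.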
ATXN2 expr inh – inhibitors of ATXN2 expression; HEK-293 ATXN2-luciferase reporter, luminescence, 24 h; Potency, µM (series often up to 57 µM), inactives show at the highest dose activity change, negative = inhibition, usual class: inhibitors; hit rate 0.72% among 360,000; AID 1745845; also: potency is read from the fitted curve at half-maximal effect; % is scaled to controls: 0 for no effect and ±100 for the full control effect; nearly all actives have a fitted effect of over 55% in size
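ATXN2-luciferase reporter cells (luciferase flanked by upstream and downstream ATXN2 gene portions) were treated 24 h at 37 °C with compounds at up to 57 uM. SteadyGlo luminescence gave expression; GF-AFC fluorescence gave viability.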
MCF10A rerep – inducers of DNA re-replication in MCF 10A breast cells | MCF 10A DNA re-replication, Hoechst nuclear intensity, 48 h | Potency, µM (doses to about 46.1 µM), inactives show at the highest dose activity, positive = re-replication, usual class: activators | hit rate 2.9% among 350,000; also: potency is read from the fitted curve at half-maximal effect; % of control where 0% means no effect; nearly all actives have a fitted effect of over 50% in size
KB-3-1 tox – KB-3-1 parental cell cytotoxicity; Potency, µM (doses to about 46.1 µM), for inactives: top-dose activity change, negative = cytotoxic, actives largely listed as cytotoxic; KB-3-1 viability, CellTiter-Glo ATP luminescence, 72 h; hit rate 1.4% among 400,000; AID 1347075; also: potency is read from the fitted curve at half-maximal effect; % is scaled to controls: 0 for no effect and ±100 for the full control effect; nearly all actives have a fitted effect of over 60% in size
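Viability of parental KB-3-1 cells, measured by CellTiter-Glo luminescence, followed a 72 h incubation at 37 °C with pinned compounds in phenol-red-free DMEM containing 10% FBS.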
ATXN viability – cell viability loss in ATXN counter-screen; S2 cells (HEK-293 line with an ATXN2-luciferase reporter) viability, CellTiter-Fluor protease fluorescence, 24 h; Potency, µM (highest dose often 56.7 µM), usual class: cytotoxic; hit rate 0.49% among 400,000; AID 651635; also: potency is read from the fitted curve at half-maximal effect; nearly all actives have a fitted effect of over 40% in size
HT1080 IDH1KD tx – toxicity to HT-1080 IDH1 knockdown cells (counter line); hit rate 2% among 360,000; HT-1080 IDH1 knockdown viability, ATP luminescence, 48 h; Potency, µM (doses to about 46.1 µM), for inactives: at the highest dose activity, negative = toxicity, usual class: cytotoxic; AID 686971;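 also: potency is read from the fitted curve at half-maximal effect; 0% = DMSO wells and -100% = cell-free medium wells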
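In this qHTS, HT-1080 cells depleted of IDH1 are exposed for 48 h at 37 °C to compound titrations. Toxicity is scored from CellTiter-Glo luminescence, with DMSO as full viability and medium alone as none.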
IL-1B inflam inh – blocks inflammasome-driven IL-1 beta release; THP-1 LPS/ATP IL-1B secretion, AlphaLISA, 16 h; stronger effect = lower value; activity change, % at 57.5 µM; hit rate 4.7% among 360,000; AID 743279; in the data active = activity change below about -50%; inconclusive = mostly about -30% to -49%; also: % is scaled to controls: 0 for no effect and ±100 for the full control effect
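THP-1 cells pretreated 1 hr with compounds (up to 57.5 uM final), then stimulated with LPS (250 ng/mL final) plus ATP (1.25 mM final); secreted IL-1B measured by AlphaLISA after 16 hr, decreased signal indicating inhibition.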
* = called active by the depositor; [ ] = another dose, or the depositor's remark. Unless noted, calls follow the shape of the dose curve; as a rule, active = well fitted curve in the direction sought with a large enough effect; inconclusive = small, poorly fitted or top-dose-only effect, or another doubt; inactive = no such curve, though single readings can be large; an effect the other way counts as inactive or inconclusive.

Screening COc1cc(/C=C/C(=O)OCC(=O)NCc2ccco2)cc(OC)c1OC returned SW480 rerep 1%, HT1080NT lethal 2%, HepG2 tox 3%, ATXN2 expr inh 1%, MCF10A rerep 22%, KB-3-1 tox 18%, ATXN viability inactive, HT1080 IDH1KD tx 2% and IL-1B inflam inh 23.
`COCCNC(=O)C(c1ccco1)N(C(=O)Cn1nnc2ccccc21)c1ccc(C)cc1C` (stereo not given) gave SW480 rerep 19%, HT1080NT lethal 21%, HepG2 tox -14%, ATXN2 expr inh 0%, MCF10A rerep 10%, KB-3-1 tox inconclusive, ATXN viability inactive, HT1080 IDH1KD tx 20% and IL-1B inflam inh 7.
Screening COC(=O)c1c(NC(=O)/C(C#N)=C/c2ccccc2)sc2c1CCC2 returned HepG2 tox -6%, ATXN2 expr inh -2%, KB-3-1 tox -1% and ATXN viability inactive.
Cc1ccc(S(=O)(=O)NC(=O)NC(C)(C)C)cc1 was read as SW480 rerep -3%, HT1080NT lethal 20%, HepG2 tox -1%, ATXN2 expr inh 1%, MCF10A rerep 11%, KB-3-1 tox 4%, ATXN viability inactive, HT1080 IDH1KD tx 15% and IL-1B inflam inh -1.
`O=C(c1ccc(Cl)c(S(=O)(=O)N2CCOCC2)c1)N(Cc1nnc(-c2ccccc2Cl)o1)C1CC1` gave SW480 rerep -2%, HT1080NT lethal -3%, HepG2 tox -38%, ATXN2 expr inh -2%, MCF10A rerep 11%, KB-3-1 tox inconclusive, ATXN viability inconclusive, HT1080 IDH1KD tx -1% and IL-1B inflam inh -9.
Screening COC(=O)c1ccccc1NC(=O)Nc1cc(C)cc(C)n1 returned SW480 rerep -5%, HT1080NT lethal 3%, HepG2 tox -3%, ATXN2 expr inh 4%, MCF10A rerep -1%, KB-3-1 tox 2%, ATXN viability inactive, HT1080 IDH1KD tx 12% and IL-1B inflam inh 12.
Screening CN(C)CCSc1nc2cc(S(=O)(=O)N3CCCCC3)ccc2o1 returned SW480 rerep -11%, HT1080NT lethal -2%, HepG2 tox -11%, MCF10A rerep 3%, KB-3-1 tox 1%, ATXN viability inactive, HT1080 IDH1KD tx -1% and IL-1B inflam inh -16.
Screening COCC(=O)N[C@H]1CC[C@@H](CC(=O)NCc2ccccc2OC)O[C@@H]1CO returned HT1080NT lethal 6%, KB-3-1 tox 15%, HT1080 IDH1KD tx 20% and IL-1B inflam inh 44.
For O=C(CCCCCn1c(=O)[nH]c2ccccc2c1=O)N1CCN(Cc2ccc3c(c2)OCO3)CC1 the results were SW480 rerep -2%, HT1080NT lethal -9%, HepG2 tox -32%, ATXN2 expr inh -7%, MCF10A rerep 18%, KB-3-1 tox -9%, ATXN viability inactive, HT1080 IDH1KD tx -8% and IL-1B inflam inh -28.
Screening CCc1cccc2c(C(=O)COC(=O)c3ccc([N+](=O)[O-])s3)c[nH]c12 returned SW480 rerep 7%, HT1080NT lethal -2%, HepG2 tox -51%, ATXN2 expr inh -26%, MCF10A rerep 18%, KB-3-1 tox inconclusive, ATXN viability inactive, HT1080 IDH1KD tx 0% and IL-1B inflam inh 0.
CCC(C)N(C(=O)COC(=O)c1cc([N+](=O)[O-])ccc1N1CCOCC1)C1CCS(=O)(=O)C1 (stereo not given) was read as SW480 rerep inconclusive, HT1080NT lethal -1%, HepG2 tox 3%, ATXN2 expr inh -2%, MCF10A rerep 8%, KB-3-1 tox -1%, ATXN viability inconclusive, HT1080 IDH1KD tx 2% and IL-1B inflam inh 5.
COc1cc(C(c2c(C)[nH][nH]c2=O)c2c(C)[nH][nH]c2=O)cc(Cl)c1O was read as SW480 rerep 2%, HT1080NT lethal 5%, HepG2 tox -10%, MCF10A rerep 12%, KB-3-1 tox 1%, ATXN viability inactive, HT1080 IDH1KD tx 1% and IL-1B inflam inh -2.
Screening C[C@H](CO)N1C[C@H](C)[C@@H](CN(C)C(=O)c2ccccn2)Oc2cc(Br)ccc2S1(=O)=O returned HT1080NT lethal 6%, HepG2 tox -4%, ATXN2 expr inh 13%, KB-3-1 tox -4%, ATXN viability inconclusive, HT1080 IDH1KD tx 21% and IL-1B inflam inh -22.
Screening CCCC(=O)Nc1ccc2c(c1)nc1n2CCN(CCOC)C1 returned SW480 rerep 0%, HT1080NT lethal 21%, HepG2 tox -27%, ATXN2 expr inh -35%, MCF10A rerep 10%, KB-3-1 tox 2%, ATXN viability inconclusive, HT1080 IDH1KD tx 16% and IL-1B inflam inh 13.
`CC(C)CN(C(=O)COc1ccc(C(C)(C)C)cc1)C1CCS(=O)(=O)C1` (stereo not given) gave SW480 rerep 0%, HT1080NT lethal -1%, HepG2 tox -5%, ATXN2 expr inh -2%, MCF10A rerep 4%, KB-3-1 tox 5%, ATXN viability inactive, HT1080 IDH1KD tx 1% and IL-1B inflam inh 12.
For CO/N=C/c1c(-c2ccccc2)nn(C)c1Cl the results were SW480 rerep -114%[inhibitor], HT1080NT lethal 2%, HepG2 tox 27%, ATXN2 expr inh 1%, MCF10A rerep 6%, KB-3-1 tox -1%, ATXN viability inactive, HT1080 IDH1KD tx 8% and IL-1B inflam inh 18.
Screening Cc1ccc(NC(=O)CN(C)CC(=O)Nc2ccccc2C#N)cc1 returned SW480 rerep -21%, HT1080NT lethal 4%, HepG2 tox 15%, ATXN2 expr inh -12%, MCF10A rerep 0%, KB-3-1 tox -15%, ATXN viability inactive, HT1080 IDH1KD tx 9% and IL-1B inflam inh 24.
For Cc1ccc(-n2nc3c(=O)n(CCCC(=O)NCc4ccccc4Cl)nc(C)c3c2C)cc1 the results were SW480 rerep -15%, HT1080NT lethal -7%, HepG2 tox -28%, MCF10A rerep 15%, KB-3-1 tox -2%, ATXN viability inactive, HT1080 IDH1KD tx 1% and IL-1B inflam inh -9.
CC(CCc1ccc(O)cc1)NCc1ccc(Cl)cc1Cl (stereo not given) was read as SW480 rerep -61%[inhibitor], HT1080NT lethal inconclusive, HepG2 tox -68%, ATXN2 expr inh -7%, MCF10A rerep inconclusive, KB-3-1 tox -24%, ATXN viability inactive, HT1080 IDH1KD tx inconclusive and IL-1B inflam inh -2.
`COc1ccc(-c2nncnn2)cc1` gave SW480 rerep -2%, HT1080NT lethal 9%, HepG2 tox 2%, ATXN2 expr inh -17%, MCF10A rerep -1%, KB-3-1 tox -1%, ATXN viability inactive, HT1080 IDH1KD tx 6% and IL-1B inflam inh 13.
For COc1ccccc1Sc1nc(-c2ccccc2)ncc1OC the results were SW480 rerep -2%, HT1080NT lethal 1%, HepG2 tox -14%, ATXN2 expr inh -3%, MCF10A rerep inconclusive, KB-3-1 tox inconclusive, ATXN viability inconclusive, HT1080 IDH1KD tx -14% and IL-1B inflam inh 22.
C/C(=N\NC(=O)c1nnn(-c2nonc2N)c1CN(C)c1ccccc1)c1cccnc1 was read as SW480 rerep -7%, HT1080NT lethal -2%, HepG2 tox -20%, MCF10A rerep -5%, KB-3-1 tox -9%, ATXN viability inconclusive, HT1080 IDH1KD tx 0% and IL-1B inflam inh -7.
For CC(=O)c1c(C)[nH]c(C(=O)OCC(=O)C(C)(C)C)c1C the results were SW480 rerep -11%, HT1080NT lethal 5%, HepG2 tox -12%, ATXN2 expr inh 50%[activator], MCF10A rerep -3%, KB-3-1 tox -1%, ATXN viability inactive, HT1080 IDH1KD tx 4% and IL-1B inflam inh 22.
CN=C1N(C)C[C@@H]2[C@@H]3C(=O)N(C)C(=O)[C@@H]3[C@](Cc3ccccc3)(C(=O)OC)N12 was read as SW480 rerep 3%, HT1080NT lethal 9%, HepG2 tox 10%, ATXN2 expr inh 5%, MCF10A rerep -37%[inhibitor], KB-3-1 tox 0%, ATXN viability inactive, HT1080 IDH1KD tx 8% and IL-1B inflam inh 1.
Screening O=C(O)C(Cc1ccc(O)cc1)N1C(=O)c2c(Cl)c(Cl)c(Cl)c(Cl)c2C1=O (stereo not given) returned SW480 rerep -15%, HT1080NT lethal 6%, HepG2 tox 9%, ATXN2 expr inh 4%, MCF10A rerep 0%, KB-3-1 tox 0%, ATXN viability inactive, HT1080 IDH1KD tx -1% and IL-1B inflam inh 4.
`COc1ccc(NC(=O)CCCN2C(=O)/C(=C\c3ccco3)SC2=S)cc1` gave SW480 rerep inconclusive, HT1080NT lethal -26%, HepG2 tox -67%, ATXN2 expr inh inconclusive, MCF10A rerep inconclusive, KB-3-1 tox -23%, ATXN viability inconclusive, HT1080 IDH1KD tx inconclusive and IL-1B inflam inh -71*.
Screening O=C(CSc1nnnn1-c1ccccc1)Nc1ncc(Cc2cccc(Cl)c2Cl)s1 returned SW480 rerep -1%, HT1080NT lethal 13%, HepG2 tox -2%, ATXN2 expr inh 3%, MCF10A rerep 7%, KB-3-1 tox 3%, ATXN viability inactive, HT1080 IDH1KD tx 13% and IL-1B inflam inh 11.
Cn1c(SCC(=O)NC2CCCCCC2)nnc1-c1cccs1 was read as SW480 rerep -5%, HT1080NT lethal 9%, HepG2 tox -1%, ATXN2 expr inh 6%, MCF10A rerep 1%, KB-3-1 tox 12%, ATXN viability inactive, HT1080 IDH1KD tx 5% and IL-1B inflam inh -9.
O=C1N/C(=C/c2cccn2-c2ccccc2)C(=O)N1Cc1ccc(F)cc1 was read as SW480 rerep 1%, HT1080NT lethal -20%, HepG2 tox -24%, ATXN2 expr inh -22%, MCF10A rerep 1%, KB-3-1 tox 9%, HT1080 IDH1KD tx -20% and IL-1B inflam inh 11.
`Cc1cc(C)cc(C(=O)OCC(=O)N2CCCCCC2)c1` gave SW480 rerep -12%, HT1080NT lethal 21%, HepG2 tox 0%, ATXN2 expr inh 6%, MCF10A rerep 6%, KB-3-1 tox 26%, ATXN viability inactive, HT1080 IDH1KD tx 7% and IL-1B inflam inh 4.
